# UDG counter = counter-screen for AID inhibitors: uracil-DNA glycosylase inhibition | hit rate 0.14% among 91,000 | AID 1347430 | FRET deamination/UDG coupled assay, UDG read, 4 h | Potency, µM (top dose mostly 115 µM), for the others: top-dose activity change, negative = inhibition, actives largely listed as inhibitors; note: nearly all actives have a fitted effect of over 65% in size
# AID inh = activation induced cytidine deaminase inhibition; Q9GZX7; AID deamination FRET fluorescence, UDG-coupled, 4 h; Potency, µM (top dose mostly 115 µM), inactives show at the highest dose activity change, negative = inhibition, usual class: inhibitors; hit rate 0.32% among 91,000; note: nearly all actives have a fitted effect of over 25% in size
# Target sequence (Q9GZX7 whole entry, looked up): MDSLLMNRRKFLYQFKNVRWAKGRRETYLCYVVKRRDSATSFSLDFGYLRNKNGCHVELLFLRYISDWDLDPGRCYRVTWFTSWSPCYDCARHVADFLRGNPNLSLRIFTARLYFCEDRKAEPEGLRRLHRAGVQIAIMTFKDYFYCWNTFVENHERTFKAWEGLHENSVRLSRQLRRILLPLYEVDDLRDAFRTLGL
# * = called active by the depositor; i = inactive; ? = inconclusive; [ ] = dose if it differs, or a comment. Calls come from the whole dose curve; as a rule, active = well fitted curve in the direction sought with a large enough effect; inconclusive = small, poorly fitted or top-dose-only effect, or another doubt; inactive = no such curve, though single readings can be large; an effect the other way counts as inactive or inconclusive. % is set by controls: 0 for no effect and ±100 for the full control effect; potency is the fitted concentration of half-maximal effect. Only part of the results is shown (hit frequency here may not be typical).
# Each structure is followed by: UDG counter | AID inh
- COC(=O)c1ccc(Cl)cc1NC(=O)Cn1c(=O)n(Cc2ccc(F)cc2)c(=O)c2ccccc21
→ 8% | -2%
- CCN(CC)S(=O)(=O)c1ccc(C(=O)NCCSc2c(-c3ccc(F)cc3)[nH]c3ccccc23)cc1
→ -16% | -28%
- COc1ccc(NC(=O)Cn2cnc3ccc(S(=O)(=O)N4CCC(C)CC4)cc3c2=O)c(OC)c1
→ -4% | i
- CN(C)C(CNC(=O)c1cc2ccccc2oc1=O)c1cccs1 (centres undefined)
→ 3% | -6%
- Fc1ccc(-c2cc(C(F)(F)F)[nH]n2)cc1
→ -4% | -5%
- COc1ccc(C2=NC(C)(C)N(CC(=O)Nc3cc(OC)cc(OC)c3)C2=O)cc1
→ -6% | -17%
- Cc1ncc(-c2ccc(S(=O)(=O)Nc3ccc(F)c(F)c3)cc2)o1
→ 7% | 1%
- COC(=O)CSc1nc(N2CCCCC2)c2c(c1C#N)CCCC2
→ 5% | -7%
- CN(C)c1ccc(C(=O)OCc2nc(N)c3ccccc3n2)cc1
→ -11% | -12%
- Cc1ccc(N(C)S(=O)(=O)c2ccc3[nH]c(=O)ccc3c2)cc1
→ 1% | 7%
- O=C(NCCSc1c[nH]c2ccccc12)c1ccccc1Cl
→ 4% | 44%[activator]
- CC(=O)C1=C(c2ccc(Cl)c(Cl)c2)N(C(C)=O)n2cnnc2S1
→ -8% | 220%[activator]
- CC(C)c1ccc(-c2csc(NC(=O)COCc3nc4ccccc4c(=O)[nH]3)n2)cc1
→ -5% | -8%
- Cc1cc(C(=O)NCc2ccccc2)c2c(C)nn(-c3cccc(F)c3)c2n1
→ -6% | -5%
- CCOC(=O)Cn1c(=O)n(CC2CCCO2)c2nc(-c3cccc(C)c3)nc(C(N)=O)c21 (centres undefined)
→ 7% | -14%
- Cc1nn(-c2ccc(=O)[nH]n2)c2c1C(c1ccc3nccnc3c1)CC(=O)N2 (centres undefined)
→ -5% | -7%
- Cc1cccc(-c2nnc(SCC(=O)Nc3cc(C)on3)n2C)c1
→ -4% | 1%
- Cc1nc(CN2CCN(C(=O)NC(C)Cc3ccco3)CC2)cs1 (centres undefined)
→ 6% | 8%
- CN1C(C(=O)c2ccccc2)=C(OC(=O)c2ccc(Br)cc2)c2ccccc2S1(=O)=O
→ 0%[57.5 µM] | -13%[57.5 µM]
- CCCN1Cc2cccc(C(=O)Nc3ccc(OC)cc3OC)c2C1=O
→ 0% | 15%
- NCCCCCC(N)(C(=O)O)c1ccccc1 (centres undefined)
→ -3% | 6%
- CCOc1ccccc1NC(=O)c1c(NC(=O)c2ccccc2)sc2c1CCCC2
→ -4% | -5%
- COc1ccc(-c2c(C)c3ccc(OS(C)(=O)=O)cc3oc2=O)cc1
→ 2% | 6%
- COc1ccccc1N1CCN(S(=O)(=O)c2c(C)sc3ncn(CC(=O)N(C)c4ccc(Cl)cc4)c(=O)c23)CC1
→ -10% | ?
- COc1ccc(CNC(=O)COCc2cc(-c3cccs3)on2)cc1
→ 0% | 4%
- O=C(CC1NCCNC1=O)Nc1ccccc1F (centres undefined)
→ 6% | -2%
- Cc1ccc(C)c(CS(=O)Cc2cccc(C(F)(F)F)c2)c1 (centres undefined)
→ 3% | -7%
- Cc1oc(-c2cccs2)nc1C(=O)NCC(C)(C)N1CCOCC1
→ 4% | 21%
- O=C(CCC1CCCC1)N(Cc1ccncc1)C1CC1
→ 2% | -12%
- Cc1ccc2nc(Cl)c(C3CC(c4ccco4)=NN3S(C)(=O)=O)cc2c1 (centres undefined)
→ ? | -17%
- Cc1ccc(-c2ccc(O)cc2)cc1
→ 1% | 3%
- COc1cccc2cc(-c3csc(Nc4ccc(C)cc4)n3)c(=O)oc12
→ 5% | 3%
- COCCNC(=O)NC(=O)CN(C)Cc1cccs1
→ 3% | 12%
- COc1cc2ccccc2cc1C(=O)N1CCN(c2nc3ccc(F)cc3s2)CC1
→ -17% | ?
- COc1ccc(CCn2c(N3CCN(Cc4ccccc4)CC3)nc3c2c(=O)[nH]c(=O)n3C)cc1
→ 11% | 7%
- COC(=O)[C@@H](NC(=O)c1cnc(C)cn1)C(C)C
→ 8% | 13%
- O=C(O)[C@@H]1CCCC[C@@H]1C(=O)N1CCOCC1
→ 5% | 6%
- CCCNC(=O)CNC(=O)c1ccc(NC(=O)C2CC2)s1
→ -6% | 4%
- Cc1c(C(=O)Nc2ccc(F)cc2F)nnn1-c1ccccc1Br
→ 0% | -9%
- CC(=O)Nc1ccc(N2C(=O)C/C(=C/c3cn(C)c4ccccc34)C2=O)cc1
→ 1% | ?

# 4 of the compounds above, as labelled records:
COc1cccc2cc(-c3csc(Nc4ccc(C)cc4)n3)c(=O)oc12
  UDG counter = 5% | AID inh = 3%

Cc1ccc(-c2ccc(O)cc2)cc1
  UDG counter = 1% | AID inh = 3%

Cc1ccc2nc(Cl)c(C3CC(c4ccco4)=NN3S(C)(=O)=O)cc2c1 (centres undefined)
  UDG counter = ? | AID inh = -17%

CC(=O)Nc1ccc(N2C(=O)C/C(=C/c3cn(C)c4ccccc34)C2=O)cc1
  UDG counter = 1% | AID inh = ?

# (more compounds)
# Each structure is followed by: UDG counter | AID inh
- Cc1ccc(CNC(=O)Cc2ccc(NC(=O)N3CCSc4ncccc43)cc2)cc1
→ ? | -12%
- Cc1ccccc1OCc1nnc(SCc2cc(=O)c3cccc(F)c3[nH]2)n1C
→ -13%[57.5 µM] | 6%
- Cc1ccccc1Nc1nc(-c2cc3ccccc3oc2=O)cs1
→ -7% | 4%
- CCCOc1ccccc1C(C)N (centres undefined)
→ -6% | -1%
- Cc1ccc(-c2nc(-c3cc4cccc(OCc5ccccc5F)c4oc3=O)no2)cc1
→ 3% | 3%
- O=C(c1cc2ccccc2oc1=O)N1CCN(c2cccc(C(F)(F)F)c2)CC1
→ -8% | -18%
- CCCN1CCN(CCCN)CC1
→ -1% | 8%
- O=Cc1ccc(OCc2cccc(Br)c2)cc1
→ -8% | -13%
- Cc1ccc(-c2csc(-c3nc(-c4ccc(C)cc4)c(C)s3)n2)cc1
→ 1% | -5%
- COc1ccc2cc(C(=O)NCc3ccc4c(c3)CCN4C(=O)c3ccc(F)cc3)[nH]c2c1
→ -12% | 7%
- CC(C)Cn1nc(C(=O)Nc2nc3c(s2)CN(Cc2ccccc2)CC3)c2ccccc2c1=O
→ -2% | 24%
- O=C(COC(=O)c1ccc(S(=O)(=O)N2CCCCCC2)cc1)Nc1ccc(Cl)cn1
→ -1% | 10%
- Cc1ccc2oc(-c3ccc(NC(=O)c4ccc5c(c4)OCO5)cc3)nc2c1
→ 4% | -18%
- COc1ccc(C(=O)CSc2nnc(-c3cc4cc(Cl)ccc4o3)n2C)cc1
→ -6% | -14%
- CCOC(=O)c1cccc(NC(=O)C2CCN(S(=O)(=O)c3cn(C)cn3)CC2)c1
→ -2% | 7%
- Cc1n[nH]c(C)c1I
→ -6% | -6%
- CCOc1ccc(C(=O)N2CCC(c3ccncc3)CC2)cc1
→ -7% | -24%
- COc1ccc(Cn2c(C(=O)O)c(CNCc3ccc(OC)cc3OC)c3ccc(C)cc32)cc1
→ -5%[57.5 µM] | 5%
- N#Cc1cc2c(=O)n3ccccc3nc2n(-c2nnc(SCc3ccccc3)s2)c1=O
→ ? | 48%[activator]
- CCC(=O)Oc1cccc2cc(-c3nc(-c4ccc(OC)cc4)no3)c(=O)oc12
→ -4% | 69%[activator]
- Cc1ccccc1Nc1c(-c2cccs2)nc2cccc(C)n12
→ 41%[activator] | 14%
- CNC(=O)c1ccc(CN(C)CCc2cccs2)cc1
→ -2% | -1%
- CCN(Cc1ccccc1)C(=O)Cn1c(=O)c2c(ncn2C)n(C)c1=O
→ 3% | -2%
- COc1cc(NC(=O)c2cc(-c3cccs3)on2)c(OC)cc1Cl
→ -8%[57.5 µM] | -27%[57.5 µM]
- Cc1ccc(-n2ncc(C(=O)Nc3ccc4c(c3)OCCO4)c2C2CCN(C(=O)OC(C)(C)C)CC2)cc1
→ 6% | -10%
- CCCCN(Cc1ccccc1)c1ccc(NS(=O)(=O)c2ccc(CC(C)C)cc2)cc1C(=O)O
→ -4% | -8%
- Cc1ccc(NC(=O)CCC(=O)N2CCSc3ccccc32)cc1
→ 5% | -4%
- C=CCC1Cc2ccccc2C(CC=C)N1 (centres undefined)
→ -6% | 8%
- COc1cc(SC)ccc1C(=O)Oc1cccc(F)c1
→ -2% | -7%
- Cc1ccc(-c2cc(C(=O)Nc3ccc(F)cc3)c3ccccc3n2)o1
→ -2% | 20%
- CC(NC(=O)c1ccc(CS(C)(=O)=O)cc1)c1ccccc1F (centres undefined)
→ -2% | 0%
- COc1cccc(C(=O)OCc2ccccc2C#N)c1
→ -10% | -4%
- NC(=O)CCN1CCN(S(=O)(=O)c2cc(F)ccc2F)CC1
→ -19% | -13%
- COc1ccc(CNC(=O)c2ccc(CS(=O)(=O)c3ccc(OC)cc3)o2)cc1
→ 7%[57.5 µM] | 9%
- CC(C)c1ccccc1NC(=S)NNC(N)=O
→ 4% | 6%
- CCCc1nc2ccccc2n2c(-c3ccc(C)cc3)c3c(=O)n(C)c(=O)n(C)c3c12
→ -14%[57.5 µM] | 1%[57.5 µM]
- COc1ccc(-c2cc3nc(N)cc(=O)n3[nH]2)cc1
→ -9% | -6%
- Cc1ccc(C)c(NC(=O)Cn2cc(C(=O)C3CCCCC3)c3ccccc32)c1
→ 3% | 6%
- Cc1ccc(-c2nc3sc(CCNC(=O)c4ccco4)c(C)n3n2)cc1
→ -9% | ?
- COc1cc(NS(=O)(=O)c2cc(-c3cnc(C4CC4)o3)ccc2C)cc(OC)c1
→ 1% | 0%

# Six compounds picked at random from those above, as already listed:
# Each structure is followed by: UDG counter | AID inh
- CC(NC(=O)c1ccc(CS(C)(=O)=O)cc1)c1ccccc1F (centres undefined)
→ -2% | 0%
- CNC(=O)c1ccc(CN(C)CCc2cccs2)cc1
→ -2% | -1%
- Cc1ccc(-c2cc(C(=O)Nc3ccc(F)cc3)c3ccccc3n2)o1
→ -2% | 20%
- Cc1ccc(NC(=O)CCC(=O)N2CCSc3ccccc32)cc1
→ 5% | -4%
- COc1cc(NS(=O)(=O)c2cc(-c3cnc(C4CC4)o3)ccc2C)cc(OC)c1
→ 1% | 0%
- Cc1ccc(-n2ncc(C(=O)Nc3ccc4c(c3)OCCO4)c2C2CCN(C(=O)OC(C)(C)C)CC2)cc1
→ 6% | -10%

# The listing continues:
# Each structure is followed by: UDG counter | AID inh
- Cc1cc(=O)oc2cc(OCC(=O)Nc3ccc(Oc4ccccc4)cc3)ccc12
→ 2% | -4%
- Cc1[nH]c(=S)sc1Cc1cccc(C(F)(F)F)c1
→ 8% | 5%
- Cc1ccc(OCc2nc3ccccc3n2CCOc2ccc(Cl)cc2)cc1
→ -16%[57.5 µM] | 6%
- CCOC(=O)CNC(=O)c1ccc(NC(C)=O)cc1
→ -1% | 3%
- O=C(CSc1nc2c([nH]c3ccccc32)c(=O)n1-c1ccccc1)N1CCOCC1
→ 2%[57.5 µM] | -26%
- Cc1ccc(C)c(NC(=O)c2cc(=O)c3cc(C)cc(C)c3o2)c1
→ 2%[57.5 µM] | -3%[57.5 µM]
- N#CC1=C(N)Oc2n[nH]c(-c3ccccc3)c2C12C(=O)N(Cc1ccc(Cl)cc1)c1ccccc12 (centres undefined)
→ 5% | 13%
- COc1cc(C(=O)Nc2c(N3CCCC3)c3ccccc3oc2=O)cc(OC)c1OC
→ 9% | -3%
- Cc1ccccc1NC(=O)C(C)Sc1ccc(C(F)(F)F)cn1 (centres undefined)
→ -4% | 4%
- CC1=C(C(=O)Nc2ccccc2C)C(c2ccc(C(F)(F)F)cc2)n2ncnc2N1 (centres undefined)
→ 19% | -14%

# Arranged by length of the SMILES (high to low): part of the list above.
# Each structure is followed by: UDG counter | AID inh
- CC1=C(C(=O)Nc2ccccc2C)C(c2ccc(C(F)(F)F)cc2)n2ncnc2N1 (centres undefined)
→ 19% | -14%
- Cc1ccccc1NC(=O)C(C)Sc1ccc(C(F)(F)F)cn1 (centres undefined)
→ -4% | 4%
- CCOC(=O)CNC(=O)c1ccc(NC(C)=O)cc1
→ -1% | 3%
